ELG1 genotox: qHTS screen for small molecules that induce genotoxicity in human embryonic kidney (HEK293T) cells expressing luciferase-tagged ELG1; HEK293T ELG1-luciferase reporter, luminescence, 16 h; Potency, µM (highest dose often 46 µM), for the others: at the top dose activity change, positive = activation, hits mostly activators; actives 1.3% (n = 330,000); further: potency means the concentration at half of the fitted maximal effect; % of control where 0% means no effect; nearly all actives have a fitted effect of over 60% in size
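16 hr compound incubation (37 °C, 5% CO2) of HEK293T cells carrying luciferase-tagged ELG1; luciferase then measured by ONE-Glo luminescence after 30 min at RT.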
BRCA1 expr up: qHTS Assay to Identify Small Molecule Activators of BRCA1 Expression; MCF7-BRCA1-FFLuc reporter, luminescence, 48 h; response scale: scaled: vehicle 0%, 10 µM genistein 100%; Potency, µM (series often up to 46.1 µM), without a hit: at the highest dose activation, hits mostly activators; AID 624202, 2012; actives 1.1% (n = 380,000); further: potency means the concentration at half of the fitted maximal effect; nearly all actives have a fitted effect of over 80% in size; some results filed as inactive show a strong effect at the top dose
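MCF7-BRCA1-FFLuc, 2000 cells/well; 2 h attach, 37 °C/5% CO2; compound 48 h; luciferase substrate 15 min; luminescence end-point. Norm. to genistein 10 microM max activation and DMSO; concentration-response curves fitted.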
NPC1 promoter act: qHTS Assay for NPC1 Promoter Activators; Huh7 NPC1 promoter luciferase reporter, 24 h; Potency, µM (titrated, usually from 9.22 µM), for the others: at the top dose activation, actives largely listed as activators; actives 2.4% (n = 320,000); AID 485313, 2010;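 further: potency means the concentration at half of the fitted maximal effect; % of control where 0% means no effect; nearly all actives have a fitted effect of over 60% in size; reporter is driven by a mutant NPC1 promoter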
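Stably transfected Huh7 (NPC1 promoter→luciferase), 1500 cells/well in Opti-MEM + 10% FBS, 2 h settle, then compound 24 h at 37 °C. Luminescence after 10 min with Amplite reagent.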
p53 reactivator: qHTS assay for re-activators of p53 using a Luc reporter. Potency, µM (highest dose often 92.2 µM), for inactives: at the highest dose activity change, positive = activation, actives largely listed as activators. actives 0.063% (n = 320,000). H1299 p53-A138V BP100-luciferase reporter, luminescence, 24 h; further: potency means the concentration at half of the fitted maximal effect; % of control where 0% means no effect; nearly all actives have a fitted effect of over 45% in size
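H1299 (p53-null), stable ts p53-A138V + BP100-Luc; 1000 cells/well, Opti-MEM/10% FBS; cpd 4 pt, 1:5; 24 h, 37 deg C, 5% CO2; detection reagent 10 min RT; luminescence.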
PKM2 act: qHTS Assay for Activators of Human Muscle isoform 2 Pyruvate Kinase; Pyruvate kinase PKM (Homo sapiens), P14618; purified PKM2, Kinase-Glo ATP luminescence, activation; response scale: 0% is enzyme alone, no compound; Potency, µM (titrated, usually from 57.5 µM), without a hit: at the highest dose activation, usual class: activators; actives 0.34% (n = 260,000); further: potency means the concentration at half of the fitted maximal effect; on the % scale 0 is the no-effect control and ±100 the full control effect; nearly all actives have a fitted effect of over 55% in size
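Purified hPK-M2 (>95% pure) converted ADP (0.1 mM final) to ATP with 0.5 mM PEP in 50 mM imidazole pH7.2, KCl, MgCl2, Tween 20, BSA; 1 h at room temperature. ATP detected by Kinase-Glo luminescence.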
FLuc counter: qHTS profiling assay for firefly luciferase inhibitor/activator using purifed enzyme and Km concentrations of substrates (counterscreen for miR-21 project); AID 588342, 2011; actives 6.9% (n = 360,000); purified FLuc, Km substrates, luminescence inhibition; Potency, µM (top dose mostly 57.5 µM), inactives show top-dose activity change, negative = inhibition, actives largely listed as inhibitors; Luciferin 4-monooxygenase (Photinus pyralis), P08659;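 further: potency means the concentration at half of the fitted maximal effect; plate controls were vehicle for no effect and reference inhibitor for full effect; nearly all actives have a fitted effect of over 55% in size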
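Biochemical qHTS of compounds, final roughly 60 µM downward over six points, against 10 nM purified firefly luciferase using Km concentrations of substrates (10 uM D-luciferin, 10 uM ATP) in Tris acetate pH 7.5 buffer; luminescence output.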
Rab9 prom act: qHTS Assay for Rab9 Promoter Activators. actives 2.8% (n = 320,000). Huh7 Rab9 promoter-luciferase reporter, luminescence, 24 h. Potency, µM (titrated, usually from 9.22 µM), inactives show top-dose activation, negative = inhibition, hits mostly activators; further: potency means the concentration at half of the fitted maximal effect; % of control where 0% means no effect; nearly all actives have a fitted effect of over 60% in size
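Promoter activation is measured as luciferase luminescence in Huh7 cells stably transfected with a Rab9 promoter–luciferase construct, following 24 h compound exposure at 37 °C and 10 min reagent incubation at ambient temperature.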
Gal4-VP16 FLuc: VP16 counterscreen qHTS for inhibitors of ROR gamma transcriptional activity; Potency, µM (doses to about 53.6 µM), inactives show at the top dose activity, negative = inhibition, most hits filed as inhibitors; actives 3.5% (n = 310,000); Drosophila S2 Gal4-VP16 UAS-luciferase, luminescence, 20 h; AID 2546, 2010;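 further: Gal4-VP16 expression switched on by copper sulfate through the metallothionein promoter; potency means the concentration at half of the fitted maximal effect; on the % scale 0 is the no-effect control and ±100 the full control effect; nearly all actives have a fitted effect of over 50% in size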
RORg inh: qHTS for inhibitors of ROR gamma transcriptional activity. Nuclear receptor ROR-gamma (Mus musculus), P51450. Drosophila S2 Gal4-RORgamma UAS-luciferase reporter, 20 h. Potency, µM (highest dose often 53.6 µM), for the others: at the top dose activity change, negative = inhibition, most hits filed as inhibitors. actives 5.4% (n = 310,000). AID 2551, 2010; further: potency means the concentration at half of the fitted maximal effect; on the % scale 0 is the no-effect control and ±100 the full control effect; nearly all actives have a fitted effect of over 60% in size
Target sequence (P51450 whole entry, looked up, the tested form may be a part): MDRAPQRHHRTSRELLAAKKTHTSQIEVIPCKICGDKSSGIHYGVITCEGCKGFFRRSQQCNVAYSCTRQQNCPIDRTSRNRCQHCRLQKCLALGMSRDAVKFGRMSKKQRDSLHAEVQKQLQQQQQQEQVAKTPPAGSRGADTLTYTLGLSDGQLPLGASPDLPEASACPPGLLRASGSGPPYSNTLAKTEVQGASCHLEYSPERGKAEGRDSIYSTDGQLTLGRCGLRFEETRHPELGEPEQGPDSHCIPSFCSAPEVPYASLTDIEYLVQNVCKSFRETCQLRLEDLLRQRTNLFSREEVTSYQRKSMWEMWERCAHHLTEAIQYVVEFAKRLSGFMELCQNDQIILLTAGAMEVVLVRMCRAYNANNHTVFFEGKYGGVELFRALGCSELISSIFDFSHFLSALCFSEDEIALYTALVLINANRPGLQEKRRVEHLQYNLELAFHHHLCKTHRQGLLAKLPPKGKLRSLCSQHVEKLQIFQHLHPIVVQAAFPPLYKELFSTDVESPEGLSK
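Luciferase reporter read in Schneider cells carrying Gal4-RORγ (mouse) and UAS-Photinus luciferase; cells given compound 1 h before 700 uM copper sulfate induction, then incubated 20 h at ambient temperature.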
Giardia kill: Small Molecules that selectively kill Giardia lamblia: qHTS | activity change, % at 7.66 µM, hits read low | Giardia lamblia trophozoite viability | actives 0.15% (n = 340,000); in the data active means activity change below about -80%; inconclusive means between about -30% and that limit;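 further: parasites exposed to compound for two days anaerobically before the ATP read; on the % scale 0 is the no-effect control and ±100 the full control effect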
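Luminescence from cellular ATP indicates surviving trophozoites (100 cells/well) following 48 hrs anaerobic compound treatment at 37 deg C; signal develops 15-30 min at room temperature.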
Menin MLL FP TR: qHTS Assay for Inhibitors Targeting the Menin-MLL Interaction in MLL Related Leukemias: Competition With Texas Red Labeled MLL-derived Mutant Peptide. O00255. Menin + Texas Red MLL mutant peptide, fluorescence polarization. Potency, µM (top dose mostly 61.6 µM), for inactives: top-dose FP activity change, negative = inhibition, hits mostly inhibitors. actives 0.23% (n = 270,000); active means well fitted inhibition curve with a large enough effect in the polarisation, with a control signal flat, not every such curve was filed as active; inconclusive means small, poorly fitted or top-dose-only effect, or effect the other way, or a change in a side signal; inactive means no such curve, though single readings can be large or run the other way; the % refers to the polarisation; further: potency means the concentration at half of the fitted maximal effect; % of control where 0% means no effect; many of its hits are not listed in these tables
Target sequence (O00255 whole entry, looked up): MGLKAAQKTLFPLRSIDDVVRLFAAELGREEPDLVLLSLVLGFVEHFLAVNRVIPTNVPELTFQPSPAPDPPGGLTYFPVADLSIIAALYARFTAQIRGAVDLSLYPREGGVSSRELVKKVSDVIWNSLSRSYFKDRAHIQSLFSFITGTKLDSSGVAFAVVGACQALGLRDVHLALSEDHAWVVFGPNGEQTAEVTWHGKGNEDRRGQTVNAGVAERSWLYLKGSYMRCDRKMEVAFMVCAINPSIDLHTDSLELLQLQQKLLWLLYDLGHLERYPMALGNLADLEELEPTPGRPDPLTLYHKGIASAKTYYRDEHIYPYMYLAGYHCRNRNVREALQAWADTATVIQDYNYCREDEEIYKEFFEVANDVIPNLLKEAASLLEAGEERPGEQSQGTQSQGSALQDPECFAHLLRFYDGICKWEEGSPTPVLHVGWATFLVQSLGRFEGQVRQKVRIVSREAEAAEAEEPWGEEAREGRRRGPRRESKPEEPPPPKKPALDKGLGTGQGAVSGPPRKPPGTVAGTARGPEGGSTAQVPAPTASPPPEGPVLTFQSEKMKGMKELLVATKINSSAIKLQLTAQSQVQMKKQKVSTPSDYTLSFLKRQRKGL
An asterisk follows results filed as active; ? = inconclusive; . = no result given; & = joins results of further samples; [ ] = dose if it differs, or a comment. Unless noted, the call rests on the fitted dose curve; in most records, active means well fitted curve in the direction sought with a large enough effect; inconclusive means small, poorly fitted or top-dose-only effect, or another doubt; inactive means no such curve, though single readings can be large; an effect the other way counts as inactive or inconclusive. These rows are one share of the data. The share of hits here may be higher or lower than overall.

SMILES	ELG1 genotox	BRCA1 expr up	NPC1 promoter act	p53 reactivator	PKM2 act	FLuc counter	Rab9 prom act	Gal4-VP16 FLuc	RORg inh	Giardia kill	Menin MLL FP TR
Nc1cc(C2CCCC2)nn1-c1ccccc1	?	10µM*	2.2µM*	12%	-35%	15µM*	?	-10%	-20%	-8	-1%
Cc1c(Cl)cccc1N=Cc1ccc([N+](=O)[O-])s1	?	-94%[inhibitor]	-5%	-13%	2%	-4%	-1%	20µM*	?	-15	?
COc1ccc(CCNC(=O)CSc2nnc(-c3ccco3)c(-c3ccco3)n2)cc1OC	7%	.	4%	-1%	19%	?	-2%	18%	2%	.	9%
COc1cccc(C2c3c(oc4ccccc4c3=O)C(=O)N2CCCN2CCOCC2)c1 (configuration not stated)	-1%	-8%	1%	1%	-2%	2%	-3%	5%	-17%	?	2%
COC(=O)c1nnn(-c2nonc2N)c1CN1CCc2ccccc21	2%	-60%	-4%	-5%	6%	1%	0%	13%	-3%	27	4%
O=C(CCc1ccc(S(=O)(=O)N2CCOCC2)cc1)N1CCN(Cc2ccc3c(c2)OCO3)CC1	-3%	-43%	-2%	-3%	-1%	1%	0%	3%	10%	-1	?
O=C(Nc1ccc(NC(=O)c2ccc3c(c2)OCO3)cc1)c1cccc(Cl)c1	14%	-28%	0%	20%	.	0%	?	.	.	-5	.
CCN(CC)c1nc(Nc2ccccc2)nc(Oc2ccc(=O)[nH]n2)n1	-16%	-19%	0%	-26%	12%	-1%	-7%	.	-26%[0.365 µM]	2	-29%
CCn1c(SCC(=O)Nc2ccc(N3CCOCC3)cc2)nnc1C1CC1	2%	11%	-1%	12%	.	?	-1%	.	.	24	.
O=C(Oc1ccc(/C=N/NC(=O)c2ccccc2F)cc1)c1ccccc1	?	68%	13%	30%	0%	-2%	24%	1%	3%	2	?
Cc1ccc(OCCN(C)C(=O)C2CCC(=O)N(Cc3ccccc3F)C2)cc1 (configuration not stated)	-3%	0%	-4%	20%	0%	3%	-1%	-1%	3%	2	.
Cc1[nH]n(-c2ccccc2)c(=O)c1/C=N/NC(=O)c1ccc(O)cc1O	?	-23%	19%	20%	.	2.1µM*	11%	7.1µM*	1.8µM*	19	?
ClC(=C\c1ccccc1)/C=N/N1CCN(c2ccccn2)CC1	9.2µM*	?	3.2µM*	?	-8%	?	?	-9%	?	0	0%
COc1ccc(OCC(=O)N/N=C/c2ccsc2)cc1	3%	-13%	0%	9%	-10%	?	-5%	7%	24%	-22	-1%
COC(=O)c1ccc(NC(=S)NC(=O)c2cccnc2)cc1	0%	-14%	-5%	2%	-13%[11.5 µM]	-13%	-3%	?	?	3	4%
O=C(c1cc(-c2ccco2)on1)N1CCN(C(c2ccccc2)c2ccccc2)CC1	-4%	-34%	-33%[inhibitor]	-8%	5%	4%	-68%[inhibitor]	-1%	30%	-2	-1%
CC(C)(C)NC(=O)COc1coc(CN2CCN(C(=O)c3ccco3)CC2)cc1=O	-1%	-6%	3%	0%	.	8%	-6%	.	.	-19	.
Cc1ccc(S(=O)(=O)N2CCOC2CNC(=O)C(=O)NCCc2ccc(S(N)(=O)=O)cc2)cc1 (configuration not stated)	-8%	7%	-2%	1%	1%	6%	-9%	?	?	2	.
Cc1ccc(C(C[N+](=O)[O-])n2nc(C)cc2C)cc1 (configuration not stated)	?	-19%	3%	8%	-16%	?	-3%	2%	-22%	-16	.
COc1cccc(-c2cc(C(=O)NCC3CCCO3)c3cc(C)cc(C)c3n2)c1 (configuration not stated)	15%	16%	-4%	28%	-4%	1.9µM*	16%	-11%	19%	-9	10%
CCn1c(-c2cccnc2Cl)nc2cc(C)c(C)cc21	2%	-8%	-1%	0%	-2%	-16%	0%	0%[10 µM]	-39%	-18	3%
Cc1ccc(S(=O)(=O)N2CCC(C(=O)N3CCCC3C(=O)N[C@@H](CC(C)C)C(=O)NCC(N)=O)CC2)cc1 (some centres not stated)	0%	-25%	-1%	8%	0%	3%	0%	-4%	0%	9	2%
CN(C)C=Nc1ccccc1C1C=NNC1=O (configuration not stated)	0%	.	0%	5%	24%	?	-3%	-3%	-4%	.	.
O=C(CSc1ncccn1)N1CCN(C(c2ccccc2)c2ccccc2)CC1	-2%	9%	-1%	-7%	-5%	13%	-1%	-8%	-13%	9	-6%

Records listed so far marked active in RORg inh.
Compound	BRCA1 expr up	NPC1 promoter act	p53 reactivator	PKM2 act	Rab9 prom act	RORg inh	Menin MLL FP TR
Cc1[nH]n(-c2ccccc2)c(=O)c1/C=N/NC(=O)c1ccc(O)cc1O	-23%	19%	20%	.	11%	1.8µM*	?

(further entries)
SMILES	ELG1 genotox	BRCA1 expr up	NPC1 promoter act	p53 reactivator	PKM2 act	FLuc counter	Rab9 prom act	Gal4-VP16 FLuc	RORg inh	Giardia kill	Menin MLL FP TR
COCCN(C(=O)Nc1ccc(F)cc1F)c1nc2ccccc2s1	13%	59%	26%	.	-3%	-10%	14%	.	.	6	16%
O=C(Cc1ccccc1)n1nc(-c2ccccc2)nc1NCc1ccco1	10%	?	14%	11%	2%	-13%	9%	10%	44%	4	-1%[11.7 µM]
O=C(c1cccc(F)c1)N1CCN(C(=O)c2nn3cccnc3c2Cl)CC1	-1%	8%	20%	-3%	12%	10%	-1%	4%[0.365 µM]	9%	4	-2%
COc1ccc(C(=O)NCCCn2nc(C)cc2C)cc1S(=O)(=O)N1CCOCC1	0%	18%	-5%	10%	.	-1%	8%	.	.	-5	.
COc1ccccc1Cn1c(CO)nc2ccccc21	-1%	0%	-1%	-2%	-3%	1%	-4%	-8%	-34%	-4	.
NC1=NC[C@H](Cc2ccc(O)cc2)N1CCc1cccc(F)c1	2%	-20%	-3%	-1%	4%	0%	-3%	0%	-10%	9	.
CCS(=O)(=O)NCC(c1ccco1)N1CCN(c2ccc(F)cc2)CC1 (configuration not stated)	-2%	15%	-2%	-7%	-2%	-6%&0%	-12%	29%	46%	19	3%
CCOc1ccc(NC(=O)CC(Cc2ccc(Cl)cc2)C(=O)O)cc1 (configuration not stated)	-2%	-6%	3%	-2%	.	6%	18%	2%	4%	-6	0%
Cc1nnc(Cl)c2nn(-c3ccccc3F)c(C)c12	6%	2%	0%	3%	4%	0%	-2%	-14%	?	-10	-15%
Cc1ccc(S(=O)(=O)Cn2nnnc2C(CC(C)C)N2CCC(C(N)=O)CC2)cc1 (configuration not stated)	-8%	-5%	0%	-6%	11%	4%	-9%	5%	17%	0	6%
Cc1c(C(=O)Nc2ccc(-c3nnc4n3CCCCC4)cc2)oc2c1ccc1ccccc12	-15%	-86%[inhibitor]	-8%	-16%	-6%	?	1%	?	?	-26	40%[activator]
CC(C)c1ccc(N(C(=O)c2ccco2)C(C(=O)NC2CCCC2)c2cccnc2)cc1 (configuration not stated)	-3%	-8%	-1%	-1%	5%	-1%	0%	-9%	18%	-23	0%
CN(Cc1nc(-c2ccccc2)no1)C(=O)c1ccc2c(c1)OCO2	2%	-3%	0%	2%	.	-1%	-2%	.	.	-12	.
CCN(C(=O)COC(=O)c1oc2ccc(OC)cc2c1C)C1CCCCC1	12%	-6%	-2%	-6%	.	2%	2%	.	.	-15	.
COc1ccc(N2CC(C(=O)OC(C)C(=O)c3ccccc3)CC2=O)cc1 (configuration not stated)	2%	-13%	-11%	0%	0%	-1%	0%	-10%	-4%	-29	2%
CC1(c2ccc(Cl)cc2Cl)OCC(Cn2ccnc2)O1 (configuration not stated)	-12%	-57%	-2%	-3%	4%	1%	5%	-28%	-11%	-2	-18%
O=C(CCNS(=O)(=O)c1cccs1)N1CCN(c2cccc(Cl)c2)CC1	-13%	-12%	-1%	0%	2%	3%	-1%	-4%	41%	4	-1%
CCCNC(=O)c1ccc(CN2CCc3ccccc3C2)cc1	-3%	-4%	-1%	-1%	1%	2%	-4%	-6%	7%	18	12%
Oc1c(CN2CCc3ccccc3C2)cc(Cl)c2cccnc12	-9%	-77%	-31%[inhibitor]	?	0%	1%	-32%[inhibitor]	1.1µM*	0.79µM*	4	-13%
